TrxR1 substrate: qHTS Assay for Substrates of Mammalian Selenoprotein Thioredoxin Reductase 1 (TrxR1): qHTS; Potency, µM (highest dose often 114 µM), for the others: at the top dose activity change, negative = substrate turnover; 0.01% of 390,000 active; Thioredoxin reductase 1, cytoplasmic (Rattus norvegicus), O89049; purified TrxR1 substrate turnover, NADPH consumption readout; also: % is scaled to controls: 0 for no effect and ±100 for the full control effect; nearly all actives have a fitted effect of over 50% in size
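Rat TrxR1, dispensed at 90 nM, was prereduced with 400 uM NADPH (final) for 5 min at ~22 deg C, then incubated with compound 15 min before 400 uM selenite. A first-read NADPH fluorescence drop versus no-compound background flagged substrates.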
RGS4 inhibitor: Inhibitors of Regulator of G Protein Signaling (RGS) 4: qHTS; Transcreener GDP fluorescence polarization, RGS4-accelerated GTP hydrolysis; Potency, µM (series often up to 114 µM), for the others: at the top dose activity change, negative = inhibition, hits mostly inhibitors; 0.039% of 390,000 active; also: % is scaled to controls: 0 for no effect and ±100 for the full control effect; nearly all actives have a fitted effect of over 75% in size; some results filed as inactive show a strong effect at the top dose
Target sequence (P49798 whole entry, looked up): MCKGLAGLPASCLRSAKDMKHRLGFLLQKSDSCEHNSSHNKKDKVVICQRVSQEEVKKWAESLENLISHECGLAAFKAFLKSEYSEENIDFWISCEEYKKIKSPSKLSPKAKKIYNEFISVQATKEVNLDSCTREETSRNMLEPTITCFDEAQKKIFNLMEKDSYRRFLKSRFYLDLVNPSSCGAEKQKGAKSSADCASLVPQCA
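MLSMR compounds (23 nl, pin-transferred) preincubated 10 min at room temperature with a 500nM (2x) first reagent, then RGS4 at 900nM (2x) plus Transcreener GDP mix added; fluorescence polarization (620/688 nm) read before and after 90 min at 30 °C.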
Vif-A3G inh: qHTS for Inhibitors of Vif-A3G Interactions: qHTS. DNA dC->dU-editing enzyme APOBEC-3G (Homo sapiens), Q9HC16. HeLa A3G-eYFP + Vif (tagged APOBEC3G with the HIV-1 protein that degrades it), YFP fluorescence, overnight. Potency, µM (top dose mostly 46.1 µM), for inactives: top-dose activity, negative = active, hits mostly inhibitors. 0.076% of 410,000 active;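 also: % is scaled to controls: 0 for no effect and ±100 for the full control effect; nearly all actives have a fitted effect of over 60% in size; hits raise eYFP signal because A3G escapes Vif-driven loss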
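HeLa cells stably expressing Vif and C-terminally eYFP-tagged A3G, seeded overnight at 37 deg C, then exposed to compound by pintool overnight at 37 deg C. Rise in yellow fluorescence (Ex 488/Em 500-530, Acumen) marks blocked Vif-driven A3G degradation.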
USP1 inh: Inhibitors of USP1/UAF1: Primary Screen. Potency, µM (titrated, usually from 57.1 µM), for inactives: at the highest dose activity change, negative = inhibition, usual class: inhibitors. AID 743255, 2014. 0.23% of 390,000 active. recombinant USP1/UAF1, Ub-Rhodamine cleavage fluorescence; also: % is scaled to controls: 0 for no effect and ±100 for the full control effect; nearly all actives have a fitted effect of over 60% in size; inactives centre near -12
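High-throughput fluorogenic screen: 1nM USP1/UAF1 complex, Ub-Rho substrate 150nM final, 50mM HEPES pH 7.8 with 0.5mM EDTA, 0.1 mg/ml BSA, 1mM TCEP and 0.01% Tween-20.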
TrxR1 inh: qHTS Assay for Inhibitors of Mammalian Selenoprotein Thioredoxin Reductase 1 (TrxR1): qHTS | recombinant rTrxR1, NADPH fluorescence consumption, selenite substrate | Potency, µM (highest dose often 114 µM), for the others: top-dose activity change, negative = inhibition, usual class: inhibitors | 1% of 390,000 active | AID 588453, 2011; also: % is scaled to controls: 0 for no effect and ±100 for the full control effect; nearly all actives have a fitted effect of over 65% in size
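Rat TrxR1 (90 nM in the dispensed reagent) was pre-reduced with 400 uM NADPH for 5 min at room temperature, then incubated with compound for 15 min. After 400 uM selenite was added, NADPH fluorescence (Ex 340/Em 450 nm) was followed for 8 min.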
Vif-APOBEC3F blk: qHTS for Inhibitors of Vif-A3F Interactions: qHTS; Potency, µM (series often up to 46.1 µM), for the others: at the highest dose activity, negative = active; 0.2% of 390,000 active; AID 602313, 2012; HeLa A3F-eYFP + Vif (tagged APOBEC3F with the HIV-1 protein that degrades it), YFP fluorescence increase; also: % of control where 0% means no effect; nearly all actives have a fitted effect of over 65% in size
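HeLa cells stably expressing A3F-eYFP plus Vif, plated and incubated overnight at 37 deg C, then exposed to compounds overnight at 37 deg C. Blocked degradation read as raised yellow fluorescence (Ex 488/Em 500-530).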
12-LOX inh: Primary qHTS assay for inhibitors of human arachidonate 12S-lipoxygenase (ALOX12): Round 2; Potency, µM (doses to about 108 µM), without a hit: top-dose activity change, negative = inhibition, usual class: inhibitors; purified 12hLO, xylenol orange hydroperoxide absorbance; 1.1% of 580,000 active; AID 1671190, 2021; also: % is scaled to controls: 0 for no effect and ±100 for the full control effect
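Hydroperoxide product was detected by ferrous iron/xylenol orange as the 573 to 405 nm absorbance ratio. Arachidonic acid at 40 uM (final) was turned over for 30 min at room temperature by 150 nM human 12hLO, pH 7.0 Hepes buffer, after 15 min compound preincubation.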
mIDH1 inhibitor: qHTS for Inhibitors of mutant isocitrate dehydrogenase 1 (IDH1): qHTS; Isocitrate dehydrogenase [NADP] cytoplasmic (Homo sapiens), O75874; IDH1-R132H enzyme, NADPH consumption, diaphorase/resazurin fluorescence; Potency, µM (titrated, usually from 76.6 µM), for inactives: at the highest dose activity change, negative = inhibition, hits mostly inhibitors; 0.093% of 390,000 active; also: % is scaled to controls: 0 for no effect and ±100 for the full control effect; nearly all actives have a fitted effect of over 65% in size
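IDH1-R132H (0.5 ug/mL dispensed) in pH 7.5 Tris buffer was preincubated 30 min with compound, then given a substrate mix of 0.016 mM NADPH and 2 mM alpha-KG for 80 min at room temperature; remaining NADPH was read by diaphorase/resazurin fluorescence.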
RXFP1 ag: qHTS Assay for Agonists of the Relaxin Receptor RXFP1; Potency, µM (series often up to 57.5 µM), for the others: at the highest dose activation, usual class: activators; 0.3% of 370,000 active; AID 2676, 2010; HEK293T-RXFP1 cAMP TR-FRET, 30 min; response scale: percent of porcine relaxin response, buffer zero; also: % is scaled to controls: 0 for no effect and ±100 for the full control effect; nearly all actives have a fitted effect of over 60% in size; many of its hits are not listed in these tables
Target sequence (Q9HBX9 whole entry, looked up): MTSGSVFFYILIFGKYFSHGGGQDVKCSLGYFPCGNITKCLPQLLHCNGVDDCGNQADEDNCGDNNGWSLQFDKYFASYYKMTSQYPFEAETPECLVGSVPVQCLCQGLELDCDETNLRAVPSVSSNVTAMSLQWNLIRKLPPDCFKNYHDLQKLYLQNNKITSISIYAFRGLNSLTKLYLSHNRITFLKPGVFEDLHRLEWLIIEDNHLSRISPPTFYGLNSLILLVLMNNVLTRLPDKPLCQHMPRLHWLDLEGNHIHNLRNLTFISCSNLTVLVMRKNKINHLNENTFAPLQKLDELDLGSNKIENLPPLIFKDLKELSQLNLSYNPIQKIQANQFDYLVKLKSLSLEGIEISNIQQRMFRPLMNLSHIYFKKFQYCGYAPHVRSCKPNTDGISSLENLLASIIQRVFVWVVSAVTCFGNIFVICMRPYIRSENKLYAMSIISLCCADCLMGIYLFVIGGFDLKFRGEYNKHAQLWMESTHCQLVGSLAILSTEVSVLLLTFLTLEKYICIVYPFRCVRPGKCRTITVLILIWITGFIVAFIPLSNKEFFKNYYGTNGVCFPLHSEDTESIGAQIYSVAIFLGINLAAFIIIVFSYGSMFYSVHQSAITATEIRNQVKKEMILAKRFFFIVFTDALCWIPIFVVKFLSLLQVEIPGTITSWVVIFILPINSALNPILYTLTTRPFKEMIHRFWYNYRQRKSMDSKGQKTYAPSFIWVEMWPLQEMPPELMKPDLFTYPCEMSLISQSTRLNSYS
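Agonist response is measured as cAMP accumulation in an RXFP1-transfected HEK293T line under PDE4 inhibition. Values are scaled between buffer-only and 29 nM porcine relaxin, and EC50s come from standard Hill equation fits.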
An asterisk follows results filed as active; u = inconclusive; x = no result given; [ ] = remark or other dose. Calls follow the shape of the dose curve; as a rule, active = well fitted curve in the direction sought with a large enough effect; inconclusive = small, poorly fitted or top-dose-only effect, or another doubt; inactive = no such curve, though single readings can be large; an effect the other way counts as inactive or inconclusive. Potency is read from the fitted curve at half-maximal effect. Only part of the results is shown; rates above refer to the full screens.

# | mol | TrxR1 substrate | RGS4 inhibitor | Vif-A3G inh | USP1 inh | TrxR1 inh
1 | CCOc1ccc(NC(=O)CCCc2nc(-c3cccc(OC)c3)no2)cc1 | -3% | 1% | 4% | -9% | 8%
2 | CCN(CC)S(=O)(=O)c1ccc(/C=C/C(=O)OCC(=O)NC(=O)C2COc3ccccc3O2)cc1 (configuration not stated) | 10%[57.1 µM] | 8% | 5% | -12% | 9%[57.1 µM]
3 | COc1cc(C)ccc1OCC(=O)Nc1ccc2c(c1)OCO2 | -2% | 2% | 0% | -5% | 16%
4 | COc1ccccc1C(=O)COC(=O)c1cccs1 | 7%[57.1 µM] | -2% | -3% | -16% | 4%[57.1 µM]
5 | Cc1sc2ncnc(OCC(=O)N3CC(=O)Nc4ccccc43)c2c1C | 2%[57.1 µM] | -26% | -9% | -3% | 7%[57.1 µM]
6 | COc1cc2cccc(OC)c(=O)c2c(O)c1OC | -7% | -16% | 0% | -14% | 18%
7 | COc1cccc(NC(=O)Nc2nnc(CC(=O)Nc3ccccc3)s2)c1 | -4% | 5% | 1% | -13% | 38%[activator]
8 | CCC1=Nc2cc(C(=O)NCc3ccc(C)cc3)ccc2Sc2ccc(C)cc21 | 7%[57.1 µM] | -11% | -32% | 5% | 32%[57.1 µM]
9 | CC(=O)c1sc(NC(=O)c2ccc3c(c2)OCO3)nc1C | 4% | 19% | 3% | -26% | 20%
10 | CCC1CCCCN1C(=O)COc1cccc2c1CCN(C)C2=O (configuration not stated) | 7%[57.1 µM] | -21% | -2% | 5% | 8%[57.1 µM]
11 | O=C(CCc1ccccc1)N1CCc2c([nH]c3ccccc23)C1c1ccc(Cl)cc1 (configuration not stated) | -4%[57.1 µM] | 31% | 1% | 2% | 26%[57.1 µM]
12 | O=C(NCc1ccc2c(c1)OCO2)c1cccnc1Cl | 8% | -18% | -1% | -15% | 24%
13 | CCOC(=O)CCN | 4% | 4% | -1% | -3% | 9%
14 | CCCN1C(=O)/C(=C/C=C2\N(CC)c3ccccc3C2(C)C)SC1=S | -18% | -6% | u | 75%[activator] | -25%
15 | Cc1cccc(Nc2nnc(-c3ccc(C)c(S(=O)(=O)NCC4CCCO4)c3)c3ccccc23)c1 (configuration not stated) | 8% | -4% | -6% | -16% | 9%

# | Vif-APOBEC3F blk | 12-LOX inh | mIDH1 inhibitor | RXFP1 ag
1 | -1% | -5% | 0% | -0.2%
2 | 0% | -16% | 7% | x
3 | 3% | 1% | -6% | 0.2%
4 | 0% | 2% | 0% | x
5 | 3% | -14% | -2% | 13%
6 | 9% | -5% | 3% | -2.5%
7 | 13% | 0% | -5% | 0.0%
8 | -4% | -22% | 9% | 0.0%
9 | 2% | 25% | 0% | u
10 | 2% | 9% | 4% | 0.7%
11 | 0% | -12% | 4% | -1.7%
12 | -6% | -23% | -1% | 0.9%
13 | 0% | -13% | 4% | -0.8%
14 | u | -2% | 5% | 1.7%
15 | 1% | -18% | -11% | 0.0%

Further results follow:
# | mol | TrxR1 substrate | RGS4 inhibitor | Vif-A3G inh | USP1 inh | TrxR1 inh
16 | Cc1ccccc1CCNC(=O)Cn1ccc2cc(S(=O)(=O)N3CCCC3)ccc21 | 5%[57.1 µM] | -15%[56.9 µM] | 0% | -9% | 16%[57.1 µM]
17 | O=S(=O)(c1ccc(Cl)cc1)c1nc(-c2ccco2)oc1SCc1ccc(F)cc1 | 15% | -28% | 2% | -15% | 27%
18 | Cn1c(-c2sc3cc(C(F)(F)F)cnc3c2-c2cccs2)n[nH]c1=S | -2% | -29% | -4% | -26% | u
19 | C[C@@H](NC(=O)c1nc[nH]c1C(=O)N[C@@H](CCCCNC(=O)OC(C)(C)C)C(=O)OC(C)(C)C)c1ccccc1 | -4% | 8% | -2% | u | 20%
20 | CCOC(=O)N1CCc2c(sc3c2c(=O)n(CCc2ccccc2)c(=O)n3Cc2c(F)cccc2Cl)C1 | -1% | 3% | 1% | -14% | 10%
21 | COc1ccc(OC)c(NC(=O)N2CCC(N3CCN(Cc4ccc(F)cc4)C(=O)C3=O)CC2)c1 | -1%[57.1 µM] | 20% | -1% | -13% | 10%[57.1 µM]
22 | CCOCC(=O)Nc1ccc(S(=O)(=O)N2CCC(c3nc4ccccc4[nH]3)CC2)cc1 | -5% | -29% | 0% | -23% | 1%
23 | CCN(CC)c1ccc(/C=N/NC(=O)Cc2cccs2)c(O)c1 | -16% | 6% | u | -2% | -29%
24 | C[C@H]1COC(=O)CCCC/C=C\C[C@H](CC(=O)N(CCO)Cc2ccccc2)C(=O)N1 | 9% | 12% | -4% | -24% | 36%[activator]
25 | Cc1cc(C)n(-c2ccc(C(=O)OCC(=O)Nc3ccc(Cl)cc3[N+](=O)[O-])cc2)n1 | -4% | 32% | 1% | -4% | 11%
26 | Cn1c(=O)oc2cc(S(=O)(=O)N3CCCC(C(=O)Nc4ccc(Br)cc4F)C3)ccc21 (configuration not stated) | -11% | 5% | 4% | -6% | -11%
27 | Cc1ccc2c(c1)-c1onc(C(=O)N3CCN(c4cc(Cl)ccc4C)CC3)c1CO2 | 13%[11.4 µM] | 9% | -3% | -8% | 17%
28 | COc1cc(NC(=O)CC2C(=O)N(c3ccc(Cl)cc3)C(=O)N2Cc2cccs2)cc(OC)c1 (configuration not stated) | -2% | -2% | -12% | -27% | 11%
29 | CCN(CC)S(=O)(=O)c1ccc(/C=C/C(=O)Nc2ccccc2N2CCOCC2)cc1 | -7% | -6% | 0% | -2% | 4%
30 | Cc1cc(C)cc(OCC(=O)Nc2cccc(-c3nc4ncccc4o3)c2)c1 | 7% | -2% | -2% | -28% | 17%

# | Vif-APOBEC3F blk | 12-LOX inh | mIDH1 inhibitor | RXFP1 ag
16 | 3% | 1% | -1% | 2.5%
17 | -8% | u | -7% | -0.2%
18 | -19% | u | 8% | 2.5%
19 | -4% | -13% | 7% | -0.2%
20 | -3% | -21% | 0% | 2.4%
21 | 4% | -18% | 5% | -0.9%
22 | 4% | 20% | 1% | 2.3%
23 | -1% | -3% | 3% | -0.7%
24 | 0% | u | -4% | x
25 | -12% | 2% | -18% | -0.1%
26 | 3% | -12% | 0% | -1.3%
27 | -2% | -14% | -5% | 4.9%
28 | -17% | u | -16% | 2.6%
29 | 19% | 7% | 5% | 0.2%
30 | -4% | 8%[57.4 µM] | -5% | 0.2%

Among those listed so far, 3 have two or more sulfur atoms.
# | mol | TrxR1 substrate | RGS4 inhibitor | Vif-A3G inh | USP1 inh | TrxR1 inh
14 | CCCN1C(=O)/C(=C/C=C2\N(CC)c3ccccc3C2(C)C)SC1=S | -18% | -6% | u | 75%[activator] | -25%
17 | O=S(=O)(c1ccc(Cl)cc1)c1nc(-c2ccco2)oc1SCc1ccc(F)cc1 | 15% | -28% | 2% | -15% | 27%
18 | Cn1c(-c2sc3cc(C(F)(F)F)cnc3c2-c2cccs2)n[nH]c1=S | -2% | -29% | -4% | -26% | u

# | Vif-APOBEC3F blk | 12-LOX inh | mIDH1 inhibitor | RXFP1 ag
14 | u | -2% | 5% | 1.7%
17 | -8% | u | -7% | -0.2%
18 | -19% | u | 8% | 2.5%

Next compounds follow.
# | mol | TrxR1 substrate | RGS4 inhibitor | Vif-A3G inh | USP1 inh | TrxR1 inh
31 | CCOC(=O)c1ccccc1NC(=O)COC(=O)CCC(=O)c1ccccc1 | -6% | -10% | -5% | -5% | -7%
32 | CCCn1c(SCC(=O)NCc2ccco2)nnc1C(C)C | -3% | -11% | 2% | -7% | u
33 | Cc1ccc(OC(C)C(=O)N2CCCc3ccccc32)cc1 (configuration not stated) | -8% | 34% | 1% | -3% | 0%
34 | Cc1cnc(C(=O)OCC(=O)c2ccc(-c3ccccc3)cc2)cn1 | 3% | 25% | -1% | -2% | 18%
35 | OC1(c2ccccc2)CC(c2ccccc2)c2ccccc2O1 (configuration not stated) | -9% | -5% | -20% | -21% | 7%
36 | N=c1oc2ccccc2cc1C(=O)NCc1ccccc1 | 8% | -13% | -10% | -7% | -2%[57.1 µM]
37 | CCNC(=O)c1c2c(nc3ccccc13)C(=O)N(C1CCCCC1)C2 | 7%[57.1 µM] | -17% | 0% | -13% | 18%[57.1 µM]
38 | CC(=O)N1CCc2cc(S(=O)(=O)Nc3ccc(C)cc3)ccc21 | 7%[57.1 µM] | -3% | 4% | -8% | 3%[57.1 µM]

# | Vif-APOBEC3F blk | 12-LOX inh | mIDH1 inhibitor | RXFP1 ag
31 | -5% | 3% | 11% | -0.6%
32 | -1% | u | 2% | -1.5%
33 | -11% | 1% | -4% | 0.9%
34 | -5% | 0% | 9% | 0.5%
35 | -5% | u | 1% | x
36 | 4% | 13% | 13% | 0.1%
37 | 3% | u | 5% | -2.3%
38 | 12% | 0% | -1% | -1.9%

Screening results: PubChem BioAssay, National Center for Advancing Translational Sciences (NCATS)
